# Source: PubChem (several laboratories)
# FID counter: displaces DNA intercalator in HCV helicase counter-screen; DNA fluorescent intercalator displacement, fluorescence; inhibition, % at 7.9 µM; actives 0.17% (n = 290,000); in the data active = inhibition above about 37%;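 also: 0% = vehicle and 100% = reference compound; higher means more ethidium bromide displaced from hairpin DNA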
# NS3 helicase inh: blocks Hepatitis C virus NS3 helicase unwinding | inhibition, % at 10.9 µM | NS3 helicase DNA unwinding, Cy5 molecular beacon fluorescence | actives 0.56% (n = 290,000);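 active = inhibition above the mean of all tested compounds plus 3 SD, set per campaign, cut at about 35% in these data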;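 also: 0% = DMSO wells and 100% = thioflavine S control wells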
#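 assay system = NS3 helicase fragment of HCV | buffer or medium = MOPS pH 6.5, MgCl2, DTT, Tween20, BSA | timing = 60 min unwinding reaction at 25 °C after ATP addition | signal = Cy5 beacon fluorescence read at start and 1 h | read-out basis = % inhibition of unwinding | control set = low DMSO, high thioflavine S at 110 µM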
# IMP-1 inhibitor: blocks Pseudomonas aeruginosa IMP-1 metallo-beta-lactamase; purified IMP-1, nitrocefin hydrolysis, epi-absorbance fluorescence; inhibition, % at 5.6 µM; actives 0.45% (n = 290,000); AID 1556;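 active = inhibition above the mean plus 3 SD of all compounds in the same screening run, cut at about 4.5% in these data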;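 also: 0% = IMP-1 with DMSO and 100% = DMSO wells lacking enzyme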
#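 System: purified recombinant IMP-1 beta-lactamase. Medium: Zinc- and detergent-supplemented HEPES buffer, pH 7.1. Compound: one 5.6 µM dose […]. Schedule: 15 min preincubation plus 25 min reaction at 25 °C. Technique: Epi-absorbance fluorescence, 480 nm excitation, 530 nm emission.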
# VIM-2 inh: blocks Pseudomonas aeruginosa VIM-2 metallo-beta-lactamase; actives 0.89% (n = 290,000); inhibition, % at 5.6 µM; purified VIM-2, nitrocefin hydrolysis, epi-absorbance fluorescence;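 active = inhibition above the mean of all tested compounds plus 3 SD, cutoff set per screening run, cut at about 7.5% in these data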;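 also: red hydrolysis product quenches plate fluorescence so inhibitors raise well fluorescence; 0% = enzyme with DMSO and 100% = DMSO without enzyme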
# p-CIP stab down: p/CIP protein destabilization; actives 0.01% (n = 290,000); Q05BA5; decrease of EGFP signal, % at 10 µM; F442A p/CIP-EGFP cells, EGFP fluorescence, 16 h;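 active = EGFP signal decrease of at least 30% at 10 µM or well 3 SD below plate mean, unless failing retest; inactive = the rest, including hits failing retest or dose response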; also: some compounds called inactive have numbers as strong as hits; many of its hits are not listed in these tables
# UBC9 SUMO inh: inhibitors of human SUMOylation (UBC9); inhibition, % at 35 µM; AID 2006; actives 0.36% (n = 290,000); HTRF SUMOylation assay, SAE1/SAE2 + UBC9, in vitro; in the data active = inhibition above about 50%, passing the limit was not always enough; also: strong numbers were not always called active
# PHOSPHO1 inh: blocks human PHOSPHO1 phosphatase activity | actives 1.1% (n = 290,000) | recombinant PHOSPHO1, absorbance phosphatase assay | Q8TCT1 | AID 1565 | inhibition, % at 13.3 µM; in the data active = inhibition above about 60%
# IDE cell activ: IDE (human) activation, cell-based. HEK cells, FAbeta-B cleavage, fluorescence polarization; 0% vehicle, 100% cell-free pure enzyme wells. P14735. actives 0.073% (n = 340,000). activation, % at 5.96 µM;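 active = activation above the mean of all tested compounds plus 3 SD, set per screening campaign, cut at about 17% in these data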
# Target sequence (P14735 whole entry, looked up): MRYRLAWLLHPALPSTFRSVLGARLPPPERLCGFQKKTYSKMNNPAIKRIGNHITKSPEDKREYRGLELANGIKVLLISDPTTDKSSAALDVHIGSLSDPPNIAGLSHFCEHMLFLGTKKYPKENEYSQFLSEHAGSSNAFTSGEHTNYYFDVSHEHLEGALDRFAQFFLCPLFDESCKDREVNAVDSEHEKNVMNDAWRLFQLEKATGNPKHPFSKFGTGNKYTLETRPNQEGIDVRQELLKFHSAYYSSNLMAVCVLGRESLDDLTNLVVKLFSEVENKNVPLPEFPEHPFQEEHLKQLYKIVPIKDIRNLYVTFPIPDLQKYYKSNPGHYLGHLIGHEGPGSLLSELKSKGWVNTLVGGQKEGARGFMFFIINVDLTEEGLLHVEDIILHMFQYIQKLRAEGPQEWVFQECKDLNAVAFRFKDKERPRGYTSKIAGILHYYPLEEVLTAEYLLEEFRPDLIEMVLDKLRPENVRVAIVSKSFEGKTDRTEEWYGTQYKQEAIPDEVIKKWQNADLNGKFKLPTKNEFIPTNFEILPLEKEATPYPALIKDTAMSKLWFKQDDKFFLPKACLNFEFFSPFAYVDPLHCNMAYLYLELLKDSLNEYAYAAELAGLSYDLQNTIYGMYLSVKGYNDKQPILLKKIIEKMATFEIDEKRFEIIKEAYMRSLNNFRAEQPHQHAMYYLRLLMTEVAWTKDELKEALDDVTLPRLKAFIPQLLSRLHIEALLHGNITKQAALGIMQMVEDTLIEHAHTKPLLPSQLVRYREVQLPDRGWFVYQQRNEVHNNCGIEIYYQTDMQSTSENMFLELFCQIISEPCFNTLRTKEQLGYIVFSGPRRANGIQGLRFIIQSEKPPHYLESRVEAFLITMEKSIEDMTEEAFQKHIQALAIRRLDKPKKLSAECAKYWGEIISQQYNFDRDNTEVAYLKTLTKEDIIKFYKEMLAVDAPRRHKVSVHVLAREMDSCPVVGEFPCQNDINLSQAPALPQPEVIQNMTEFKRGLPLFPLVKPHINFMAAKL
# MEKK3 PB1 HTS: modulators (inhibitors or enhancers) of MEK5 binding to human MEKK3 PB1 domain | Q99759 | bead-based flow cytometry, Alexa488-MEK5 binding to MEKK3; actives lie on both sides; 0 = blocked by unlabeled MEK5, 100 = vehicle | binding response (% of control), % at 10 µM | actives 1.4% (n = 290,000);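 active = binding response more than 3 SD above or below the average of its plate-row segment, actives on both sides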;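 also: Alexa488 bead fluorescence after subtracting the streptavidin-only scavenger bead signal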
# * marks the source's active call; other numbers are inactive results; · = not tested or not shown. An excerpt; the hit share may differ from the screen's.
SMILES,FID counter,NS3 helicase inh,IMP-1 inhibitor,VIM-2 inh,p-CIP stab down,UBC9 SUMO inh,PHOSPHO1 inh,IDE cell activ,MEKK3 PB1 HTS
O=C(O)COc1ccc(/C=N/NC(=O)/C(=C/C=C/c2ccccc2)NC(=O)c2ccccc2)cc1,-30,24,1.3,-0.3,-4,10,30,2,100
CC(C)(C)NC(=O)Cn1nnc(-c2ccc(Cl)cc2)n1,-3,-1,-4.7,-2.0,6,-3,7,-1,99
O=C(OCc1ccccc1)C1=NNC2C(=O)N(Cc3ccccc3)C(=O)C12 (stereo not given),-17,-1,-1.3,-3.4,9,6,8,4,103
COC(CNC(=O)C(=O)Nc1cc2c3c(c1)CCN3C(=O)CC2)OC,-2,7,-1.1,-1.1,-1,20,34,2,102
O=C(CS(=O)(=O)Cc1ccccc1)NCC1CCCO1 (stereo not given),-2,-1,-1.6,-2.9,-4,3,-7,0,100
CNC(=O)NC(=O)C(C)OC(=O)c1c2c(nc3ccccc13)/C(=C/c1cccs1)CC2 (stereo not given),-1,15,0.6,-0.5,-19,19,-6,-4,87
CCOC(=O)CCNC(=O)N1CCCC(C(=O)c2ccc3c(c2)OCO3)C1 (stereo not given),-9,0,-0.9,-1.4,4,8,32,4,101
CC(C)Cn1c(=O)oc2ccccc21,8,1,-0.3,-1.5,-8,10,29,-1,99
Cc1cc(NC(=O)CSc2nc3c(cc2C#N)CCCC3)no1,-8,-8,-2.7,-3.4,2,14,4,4,104
COc1ccc(CNn2cnnc2)c(O)c1,-5,-5,-2.4,-1.8,1,1,44,2,101
Cc1cccn2c(=O)c(/C=C(\C#N)C(=O)NCc3ccco3)c(N3CCOCC3)nc12,-13,3,-1.6,-0.3,-11,27,19,·,94
O=C(N/N=C/c1c[nH]c2ccccc12)C1CC1(c1ccccc1)c1ccccc1 (stereo not given),-2,-11,-4.6,-3.1,3,-15,-29,0,102
O=C(O)CCCCCNS(=O)(=O)c1cccc2nsnc12,-1,1,-0.3,-0.2,-13,6,-38,2,114
Cc1nc(Cl)sc1C(=O)Nc1ccccc1Cl,-1,3,0.6,0.3,0,-6,·,4,102
O=C(NCc1ccc2c(c1)OCO2)c1nc(Cn2cc(Br)cn2)no1,-20,4,-1.3,-3.3,-12,6,27,5,95
O=C(Nc1ccccc1-c1ccccc1)c1ccc(=O)[nH]n1,-10,17,-3.1,-3.0,-2,22,8,-1,98
COCc1nc2ccccc2n1Cc1cccc(C)c1,-8,-3,1.0,-1.2,2,28,9,2,98
CN(Cc1ccccc1)C(=O)c1ccc2c(c1)NC(=O)C(N1CCOCC1)S2 (stereo not given),-33,12,-5.3,-4.5,0,20,-27,-3,102
Cc1ccc(C(c2nnnn2C2CCCCC2)N(C)C2CCCCC2)cc1 (stereo not given),-3,-6,-1.9,0.0,0,9,8,1,103
CC(=O)N1CCOc2ccc(S(=O)(=O)N3CCC(C)CC3)cc21,-20,2,0.5,2.0,-1,3,30,1,100
COc1ccccc1C1CCN(Cc2cccc3ccccc23)CC1,1,-30,-1.6,-2.6,3,8,31,5,108
O=C(Nc1ccccc1Cl)c1cc2ccccc2o/c1=N\O,2,8,-1.6,3.0,-6,-6,25,-16,93
Cc1ccc(Cn2c([N+](=O)[O-])cnc2C)cc1,-9,6,-4.0,-1.4,-11,3,-32,2,100
O=[N+]([O-])c1ccc(O)c2cccnc12,3,-13,-0.9,-1.7,-1,19,-11,1,103
O=C1N(Cc2cccc(Cl)c2)C[C@@H]2C[C@@H](c3cccn3-c3nccs3)N3CCC[C@@]123,9,8,-2.9,-2.8,-10,-2,31,0,97

# Some of the entries so far, tab-delimited:
Structure	FID counter	NS3 helicase inh	IMP-1 inhibitor	VIM-2 inh	p-CIP stab down	UBC9 SUMO inh	PHOSPHO1 inh	IDE cell activ	MEKK3 PB1 HTS
O=C(O)COc1ccc(/C=N/NC(=O)/C(=C/C=C/c2ccccc2)NC(=O)c2ccccc2)cc1	-30	24	1.3	-0.3	-4	10	30	2	100
CC(C)(C)NC(=O)Cn1nnc(-c2ccc(Cl)cc2)n1	-3	-1	-4.7	-2.0	6	-3	7	-1	99
O=C(OCc1ccccc1)C1=NNC2C(=O)N(Cc3ccccc3)C(=O)C12 (stereo not given)	-17	-1	-1.3	-3.4	9	6	8	4	103
COC(CNC(=O)C(=O)Nc1cc2c3c(c1)CCN3C(=O)CC2)OC	-2	7	-1.1	-1.1	-1	20	34	2	102
O=C(CS(=O)(=O)Cc1ccccc1)NCC1CCCO1 (stereo not given)	-2	-1	-1.6	-2.9	-4	3	-7	0	100
CNC(=O)NC(=O)C(C)OC(=O)c1c2c(nc3ccccc13)/C(=C/c1cccs1)CC2 (stereo not given)	-1	15	0.6	-0.5	-19	19	-6	-4	87
CCOC(=O)CCNC(=O)N1CCCC(C(=O)c2ccc3c(c2)OCO3)C1 (stereo not given)	-9	0	-0.9	-1.4	4	8	32	4	101
CC(C)Cn1c(=O)oc2ccccc21	8	1	-0.3	-1.5	-8	10	29	-1	99
Cc1cc(NC(=O)CSc2nc3c(cc2C#N)CCCC3)no1	-8	-8	-2.7	-3.4	2	14	4	4	104
COc1ccc(CNn2cnnc2)c(O)c1	-5	-5	-2.4	-1.8	1	1	44	2	101
Cc1cccn2c(=O)c(/C=C(\C#N)C(=O)NCc3ccco3)c(N3CCOCC3)nc12	-13	3	-1.6	-0.3	-11	27	19	·	94

# (listing goes on)
SMILES,FID counter,NS3 helicase inh,IMP-1 inhibitor,VIM-2 inh,p-CIP stab down,UBC9 SUMO inh,PHOSPHO1 inh,IDE cell activ,MEKK3 PB1 HTS
O=C(Nc1ccc(S(=O)(=O)N2CCc3ccccc32)cc1)c1ccco1,0,-10,-2.8,-1.8,6,-15,22,-2,80
COc1ccc(N/C=C2/CCCCC2=O)cc1,-3,-1,-0.8,0.2,-14,20,14,5,96
C#CCOCCOCCOCCNc1nc(N2CCOCC2)nc(N2CCN(C(=O)Cn3cc(CCCN=C(N)N)nn3)CC2)n1,-2,-4,-5.6,-3.2,-1,-5,-6,1,105
O=C(COC(=O)CCc1c[nH]c(=O)[nH]1)Nc1ccccc1,-2,0,-1.0,0.3,-1,-17,21,-7,99
CCC(CC)C(=O)NCCc1cc2ccc(OC)cc2[nH]c1=O,-6,1,-2.1,-1.5,5,-12,-7,2,·
O=C(CSC1=NC(=O)C(c2ccccc2)C(=O)N1)Nc1ccccc1Cl (stereo not given),-2,-13,-0.9,0.2,3,7,-7,-5,101
CCn1c(CS(=O)Cc2ccc(Cl)cc2Cl)nnc1SCc1c(Cl)cccc1Cl (stereo not given),-3,15,-4.0,-3.5,0,-7,37,2,98
Cc1nn(-c2ccccn2)c2c1C(=O)CC(C)(C)C2Br (stereo not given),-7,6,-1.7,0.9,0,2,44,-3,87
CCOC(=O)C1CCCN(C(=O)c2cn(C)c3ccc(S(=O)(=O)N(C)C)cc3c2=O)C1 (stereo not given),-6,-1,-4.3,-4.6,-10,18,0,2,100
CN(CC(=O)N1CCc2ccccc21)S(=O)(=O)c1cccc2cccnc12,-6,8,-1.8,2.0,-5,10,2,-4,99
Cc1c(Br)c([N+](=O)[O-])nn1C(C)C(=O)NCC1CCCO1 (stereo not given),3,6,-1.8,-1.2,-2,6,27,-5,115
CCOc1ccccc1NC(=O)COC(=O)C(CC(C)C)N1C(=O)C2CC=CCC2C1=O (stereo not given),-35,1,-2.1,-2.9,-1,-2,4,6,103
Cc1c(NS(=O)(=O)c2cc(C(=O)O)ccc2Cl)c(=O)n(-c2ccccc2)n1C,4,11,-0.5,1.5,-5,8,32,-1,103
CC(C)Cc1csc(NC(=O)c2ccc(Cl)cc2)c1C(=O)O,-19,24,-2.0,-1.5,11,27,12,2,101
O=C(Nc1nc2cc3c(cc2s1)OCCO3)C1=COCCO1,1,7,-2.5,-1.8,-4,20,11,1,91
COc1ccc(-n2c(=O)c3ccccc3n(CC(=O)Nc3ccccc3OC)c2=O)cc1,-13,-4,-2.3,-3.0,2,28,-16,0,111
COc1ccc(F)c(C2C(C#N)=C(N)Oc3n[nH]c(C(C)(C)C)c32)c1 (stereo not given),-14,2,-4.2,-4.2,-6,4,-21,-1,83
O=C(COC(=O)CCC(=O)Nc1nccs1)NCc1ccco1,4,2,-2.2,-2.6,-13,0,-23,2,105
O=C(OCC(=O)N1CCCCCC1)c1cccs1,-2,-12,-6.5,1.0,-5,-8,4,1,105
CCSc1nc2sc3c(c2c(=O)n1-c1ccccc1)CCN(C(C)C)C3,-7,-46,-1.6,-0.5,-16,9,9,-1,101
COC(=O)N/N=C1\CCCc2c(C)cc(C)cc21,-5,0,-4.0,-3.4,8,-13,-1,2,99
Cc1onc(-c2c(F)cccc2Cl)c1C(=O)OCC(=O)NC(=O)NCC(C)C,-27,-2,-2.3,-0.8,-8,-2,-23,5,99
CN1C(=O)C(=C2CCCCCC2)SC1=S,-3,0,-3.3,-2.1,-5,-13,6,-3,101
COCCn1c(Cc2cccn2C)nnc1SCC(=O)Nc1nccs1,-17,3,-2.5,-3.2,2,6,-16,-4,101
Cc1[nH]c(=O)[nH]c(=O)c1/C=N/NC(=O)[C@H](CC(C)C)NC(=O)OC(C)(C)C,-1,1,-2.0,-0.5,7,1,-17,0,·
# (listing goes on)
SMILES,FID counter,NS3 helicase inh,IMP-1 inhibitor,VIM-2 inh,p-CIP stab down,UBC9 SUMO inh,PHOSPHO1 inh,IDE cell activ,MEKK3 PB1 HTS
COc1ccc(C2CC(c3cccs3)=NN2C(=O)CSc2nncn2C)cc1OC (stereo not given),-22,9,-0.4,-1.3,6,3,-53,3,99
CC1(C)Oc2ccc3ccc(=O)oc3c2CC1O (stereo not given),1,5,1.7,-0.3,2,4,36,1,105
O=C(Nc1ccccn1)c1ccc2nc(-c3ccccc3)c(-c3ccccc3)nc2c1,-5,-6,-3.9,-2.4,-9,-7,13,·,112
CCOc1ccc(NC(=O)CN(C)S(=O)(=O)c2ccc3c(c2)CCC(=O)N3)cc1,-14,4,-3.5,-2.3,-11,31,33,-7,104
O=C(CSc1ncnc2ccccc12)Nc1cccc(S(=O)(=O)N2CCCC2)c1,-12,-11,-0.5,-1.4,-4,5,28,·,99
CC(Oc1ccc(Cl)cc1Cl)c1nc(-c2ccc(NC(=O)c3ccco3)cc2)no1 (stereo not given),-12,4,-3.0,-1.2,-23,13,5,-1,106
Cc1ccc(C)c(C(=O)C(C)OC(=O)c2cccn2C)c1 (stereo not given),-17,9,-3.5,-3.5,-8,-2,-2,5,101
COc1cc(OC)cc(-c2cc(N)n(S(=O)(=O)Cc3ccccc3)n2)c1,-10,-9,-2.6,-0.2,-13,-12,-11,-1,111
